# S3 lipid droplet: qHTS Assay for Lipid Storage Modulators in Drosophila S3 Cells. Drosophila S3 cells, BODIPY lipid droplet fluorescence, 18-24 h; cells fed with added oleic acid. Potency in µM for hits, for the others lipid storage change, negative = inhibition, % at the top dose, mostly 46.1 µM. 320,000 compounds, 0.64% hits; active means well fitted inhibition curve with a large enough effect in the signal ratio, with a control signal flat, not every such curve was filed as active; inconclusive means small, poorly fitted or top-dose-only effect, or effect the other way, or a change in a side signal; the % refers to the signal ratio
#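 Laser-scanning cytometry quantifies lipid droplet accumulation (500–530 nm total intensity; droplet/cell object ratio) in oleic acid-fed (400 uM added) Drosophila S3 cells treated with a concentration series. 20 uM Triacsin C defined 100% inhibition.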
# S3 lipid droplet cell count max: recorded beside S3 lipid droplet, whose call it bears; cell number change, %; measured here: cell count max response;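 cells counted by Cell Tracker Red CMTPX staining in the red channel; peak over a dose series mostly up to 46.1 µM; percent activity relative to internal control wells on each plate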
# The depositor's hits bear a star; i = inactive; ? = inconclusive; . = no result given. On the % scale 0 is the no-effect control and ±100 the full control effect; potency means the concentration at half of the fitted maximal effect. Not all compounds are listed; count on the stated rates, not on these rows.
S3 lipid droplet | S3 lipid droplet cell count max | Molecule
? | . | CCN1CCN(C(=O)c2cc3ccc(OC)cc3[nH]2)CC1
6% | 8 | O=S1(=O)C=C(N2CCCCC2)c2ccccc21
? | . | O=C(COc1ccccc1)NC1C(=O)N2C(C(=O)O)=C(Cl)CSC12 (stereo not given)
? | . | COc1ccc2[nH]c(=O)c(CN(Cc3cccs3)S(=O)(=O)c3cccc4nsnc34)cc2c1
0% | -1 | CC(C)(C)NC(=O)C(=O)N/N=C/c1cccs1
-7% | . | CN(C)CCNC(=O)C(=O)Nc1cc2c3c(c1)CCN3C(=O)CC2
? | . | Cc1ccc(NC(=O)CSc2nnc(Cn3cnc4ccccc43)o2)cc1
7% | 1 | Cc1cc(C(=O)N/N=C/c2ccccc2)c(C)o1
? | . | c1ccc(-c2nc(-c3ccncc3)no2)cc1
4% | 19 | O=C(O)CCC(=O)CCC(=O)c1ccccc1
-5% | -18 | CCN1C=CC(=C2C(=O)c3ccccc3C2=O)C=C1
? | . | O=C(COc1cccc([N+](=O)[O-])c1)NN1C(=O)c2ccccc2C1=O
8% | 2 | COc1ccc(Nc2ccc(Nc3ccc(OC)cc3)nn2)cc1
i | 12 | COc1ccc(C)cc1S(=O)(=O)NCC(c1ccc2c(c1)OCO2)N1CCN(C)CC1 (stereo not given)
-14% | -12 | O=C(NCc1ccc(N2CCCC2=O)cc1)Nc1cccc2ccccc12
? | . | Cn1c2ccccc2c2nnc(SCc3nnc(-c4ccccc4)o3)nc21
13% | 4 | Cc1cccc(C)c1-n1c(=O)n(Cc2ccccc2)c(=O)c2[nH]cnc21
? | . | CCOc1ccc(N2CC(C(=O)Nc3ccc(S(=O)(=O)Nc4ncccn4)cc3)CC2=O)cc1 (stereo not given)
15% | . | CN(C(=O)CSc1nnc(-c2ccccc2)n1C)C1CCS(=O)(=O)C1 (stereo not given)
? | . | COCCn1ccc2c(OCC(=O)NCCc3ccc(OC)c(OC)c3)cccc2c1=O
-16% | -1 | Cc1ccc(-c2nnn(CC(=O)N(CC3CCCO3)C(C(=O)NC(C)(C)C)c3ccc(F)cc3)n2)o1 (stereo not given)
? | . | CCOC(=O)c1ccc(CN2C(=O)c3ccccc3S2(=O)=O)cc1
? | . | C=C(C)COc1ccc(-c2nc(N)nc(C)c2Oc2ccccc2OC)c(O)c1
? | . | O=c1[nH]cnc2c1sc1nc(C(F)F)cc(-c3ccccc3)c12

# The closing two records of the part above are carried over, then new ones follow.
S3 lipid droplet | S3 lipid droplet cell count max | Molecule
? | . | C=C(C)COc1ccc(-c2nc(N)nc(C)c2Oc2ccccc2OC)c(O)c1
? | . | O=c1[nH]cnc2c1sc1nc(C(F)F)cc(-c3ccccc3)c12
? | . | O=C(CC1CCCCC1)N=C1SC2CS(=O)(=O)CC2N1c1ccccc1 (stereo not given)
? | . | Cc1cccc(OC(C)C(=O)Nc2ccc(N3CCCCC3)cc2)c1 (stereo not given)
? | . | CCN(C(=O)CSc1nnc(SC(C)C)s1)C1CCS(=O)(=O)C1 (stereo not given)
-1% | -17 | C=CCn1c(O)c(N=NC(=O)c2ccccc2NS(=O)(=O)c2cccs2)c2ccccc21
-5% | -8 | CSc1ccc(/C=c2\s/c(=C\C(=O)C(C)(C)C)n(CC(=O)NCCC3=CCCCC3)c2=O)cc1
? | . | O=C(NC1CCCc2ccccc21)C1CCCN(S(=O)(=O)c2cnc[nH]2)C1 (stereo not given)
? | . | CCOC(=O)c1ccccc1NS(=O)(=O)c1ccc(OCC)cc1
? | . | CN(C)/C=C1/Nc2ccccc2C1=O
? | . | COc1ccc(OC)c(C2=NOC(C(=O)Nc3ccc4c(c3)OCCO4)C2)c1 (stereo not given)
-5% | 14 | CCC1CN(C(=O)N2CCC(C(=O)Nc3ccccc3F)CC2)c2ccccc2O1 (stereo not given)
? | . | N#Cc1nc(COc2ccc(Cl)cc2Cl)oc1N1CCN(c2ccccc2)CC1
21µM* | 12* | CCc1cccc(NC(=O)CCCN2C(=O)C(c3ccccc3)Oc3cccnc32)c1 (stereo not given)
? | . | COc1ccc(N=Nc2cnc(C)nc2-c2ccccc2)cc1
1% | 7 | CCCCCNC(=O)N[C@H](C(=O)O)C(C)C
? | . | O=C(NC1CCCC1)C(c1ccco1)N(C(=O)c1ccco1)c1ccccc1 (stereo not given)
14% | 2 | CCN1CCN(C/C(C)=C/c2ccccc2)CC1
-10% | -14 | COc1cc(-c2cc(C(=O)NCc3ccco3)c3ccccc3n2)cc(OC)c1OC
? | . | COc1cc(Cl)c(C)cc1NC(C)C(=O)Nc1cc(C(F)(F)F)ccc1N1CCOCC1 (stereo not given)
11% | -10 | COc1cc(-c2ccc(=O)[nH]n2)ccc1OC(F)F
? | . | CC[C@@]12C(=O)N(c3ccc(C)cc3)C(=O)N1[C@H](c1ccc(OC)cc1)[C@@H]1C(=O)N(C(C)(C)C)C(=O)[C@@H]12
i | 19 | O=C(CCCn1c(SCc2cc(=O)n3cc(Cl)ccc3n2)nc2ccccc2c1=O)NCC1CCCO1 (stereo not given)
5% | 19 | Cc1ccc2nc3c(cc(C(=O)NCC4CCCO4)n3C)c(=O)n2c1 (stereo not given)
? | . | COc1ccc(C(=O)Nc2ccccc2C(=O)N2CCOCC2)cc1OC
? | . | O=C1CN(C(=O)C2CCCC2)CCN1
i | 55 | Cc1occc1C(=O)Nc1c(F)c(F)c(F)c(F)c1F
-1% | -10 | Cc1ccccc1-n1c(C)cc(/C=C2\NC(=O)NC2=O)c1C
? | . | Cc1ccccc1C(=O)N1CCC(C(=O)Nc2ccc(C)c(S(=O)(=O)N3CCCCC3)c2)CC1
11% | -5 | CN(C)C(=O)COC(=O)c1cccnc1Nc1ccccc1F
-1% | 17 | O=C(Nc1nnc(/N=C/c2ccco2)s1)c1ccc(F)cc1
i | -18 | O=C(NCc1nnc(SCC(=O)N2CCCCC2)o1)c1c(F)cccc1Cl
? | . | Cc1ccccc1OCCn1cc(C=O)c2ccccc21
4.1µM* | -114* | COc1ccc(-c2cc(CNC(=O)CN3CCN(C)CC3)on2)cc1
30% | 10 | O=c1c2ccccc2c(C=NCc2ccccn2)c(O)n1-c1ccccc1
8% | 7 | CCN(CC)S(=O)(=O)c1ccc(Cl)c(NC(=O)c2ccncc2)c1
92% | -7 | COc1cc(OC)cc(N2C(=O)CC(N3CCC(C(=O)N4CCCCC4)CC3)C2=O)c1 (stereo not given)
3% | 9 | COc1ccccc1Nc1nc(Cl)nc(Nc2ccccc2OC)n1

# Part of the list above, set out differently:
Molecule,S3 lipid droplet,S3 lipid droplet cell count max
Cc1ccc2nc3c(cc(C(=O)NCC4CCCO4)n3C)c(=O)n2c1 (stereo not given),5%,19
COc1ccc(C(=O)Nc2ccccc2C(=O)N2CCOCC2)cc1OC,?,.
O=C1CN(C(=O)C2CCCC2)CCN1,?,.
Cc1occc1C(=O)Nc1c(F)c(F)c(F)c(F)c1F,i,55
Cc1ccccc1-n1c(C)cc(/C=C2\NC(=O)NC2=O)c1C,-1%,-10
Cc1ccccc1C(=O)N1CCC(C(=O)Nc2ccc(C)c(S(=O)(=O)N3CCCCC3)c2)CC1,?,.
CN(C)C(=O)COC(=O)c1cccnc1Nc1ccccc1F,11%,-5
O=C(Nc1nnc(/N=C/c2ccco2)s1)c1ccc(F)cc1,-1%,17
O=C(NCc1nnc(SCC(=O)N2CCCCC2)o1)c1c(F)cccc1Cl,i,-18
Cc1ccccc1OCCn1cc(C=O)c2ccccc21,?,.
COc1ccc(-c2cc(CNC(=O)CN3CCN(C)CC3)on2)cc1,4.1µM*,-114*
O=c1c2ccccc2c(C=NCc2ccccn2)c(O)n1-c1ccccc1,30%,10
CCN(CC)S(=O)(=O)c1ccc(Cl)c(NC(=O)c2ccncc2)c1,8%,7
COc1cc(OC)cc(N2C(=O)CC(N3CCC(C(=O)N4CCCCC4)CC3)C2=O)c1 (stereo not given),92%,-7
COc1ccccc1Nc1nc(Cl)nc(Nc2ccccc2OC)n1,3%,9

# (listing goes on)
S3 lipid droplet | S3 lipid droplet cell count max | Molecule
0% | -25 | Cc1occc1-c1nnc(SCC(=O)Nc2ccccc2N2CCCCC2)n1C
-1% | 14 | CCN(CC)CCNC(=O)C1(O)c2cc(Br)ccc2NC(=O)N1c1ccccc1 (stereo not given)
i | 0 | COc1ccccc1C(=O)NC(=O)COC(=O)Cc1ccc(F)cc1
? | . | Cc1cccc(N=N/C(=C\O)C(=O)c2cccs2)c1
? | . | COc1ccc(OC)c(NC(=O)COC(=O)/C=C/c2ccc(Cl)cc2)c1
-21% | 3 | COC(=O)C1CCCCN1C(=O)c1cc(COc2cccc3cccnc23)on1 (stereo not given)
11% | -1 | CN(C)/C=C/C(=O)c1ccc2noc(-c3cccc(F)c3)c2c1
4% | -12 | Clc1ccc(-c2nnc(Sc3nc4ccccc4o3)c3ccccc23)cc1
? | . | COc1ccc(CCC(=O)N2CCCC(Nc3ccc(OC)cc3)C2)cc1 (stereo not given)
? | . | CN(C)CCCNc1ncnc2oc(-c3ccccc3)c(-c3ccccc3)c12
i | . | CC(C)CN(C(=O)c1cc(Cl)nc2ccccc12)c1c(N)n(Cc2ccccc2)c(=O)[nH]c1=O
? | . | Cc1ccc(O)c(-c2cc(C(=O)Nc3ccc(S(=O)(=O)N4CC(C)OC(C)C4)cc3)[nH]n2)c1 (stereo not given)
? | . | COC(=O)c1ccc(N)c(CS(=O)(=O)c2ccc(Cl)cc2)c1
? | . | CC(NC(=O)C1CCC1)c1ccc2c(c1)OCO2 (stereo not given)
? | . | O=C1COc2ccc(C(=O)CSc3nnc(Cc4ccccc4)o3)cc2N1
? | . | Cc1nn(-c2cccc(Cl)c2)nc1C(=O)O
11% | . | CCOC(=O)C(C)Oc1ncnc2cccc(F)c12 (stereo not given)
? | . | COc1ccc(CCNC(=O)C2CC(=O)N(c3ccc(C)cc3)C2)cc1OC (stereo not given)
-2% | -15 | Cc1c(N/C(=N/S(=O)(=O)c2ccc(F)cc2)c2ccccc2)c(=O)n(-c2ccccc2)n1C
i | 16 | CC1CCN(S(=O)(=O)c2ccc(NC(=O)CN3CCCC(C)C3)cc2)CC1 (stereo not given)
? | . | FC(F)(F)c1ccccc1Nc1nccs1
? | . | CCCCCCCCCn1cc(C(C)=O)c(=O)[nH]c1=O
-1% | 14 | CCCCC(=O)NNC(=S)NC(=O)C(c1ccccc1)c1ccccc1
7% | -1 | CC1(C)CC(=O)c2sc(NS(=O)(=O)c3ccc(F)cc3)nc2C1
? | . | Cc1ccccc1COC(=O)CNC(=O)c1sc2ccccc2c1Cl
? | . | Cc1ccc(CNC(=O)Nc2ccc(Cl)cc2)cc1
? | . | CCN(CC)S(=O)(=O)c1ccc(C)c(NC(=S)N2CCN(c3ccccn3)CC2)c1
? | . | N#CC1=C(N)NC(SCc2ccccc2)=C(C#N)C12CCCCC2
5% | 4 | Cc1cc(C)c(NC(=O)CS(=O)CC(=O)NCC2CCCO2)c(C)c1 (stereo not given)
? | . | CCc1cc(C(=O)NCC(c2cccs2)N2CCOCC2)sc1C (stereo not given)
? | . | Cc1cc(C)c(NC(=O)CN(C)C(=O)CNC(=O)c2cccs2)c(C)c1
-3% | 16 | CC1CCc2c(C(=O)Nc3ccc(N4CCOCC4)cc3)csc2C1 (stereo not given)
? | . | CCn1cc(C(=O)N(C)c2ccc(OC)cc2)c2cc(OC)c(OC)cc2c1=O
10% | -6 | O=C1CN(C(=O)CSc2nnc(C3CC3)n2-c2ccccc2)c2ccccc2N1
27% | . | CCOC(=O)CSc1nc2c(sc3ccc([N+](=O)[O-])cc32)c(=O)n1Cc1ccco1
? | . | O=C(Nc1cccnc1)c1cccc(S(=O)(=O)N2CCc3ccccc32)c1
i | . | O=C(N/N=C/c1ccc(O)cc1)/C(=C/c1ccc([N+](=O)[O-])cc1)NC(=O)c1ccccc1
20% | -1 | CC(C)C(=O)Nc1ccc(S(=O)(=O)Nc2nccc(/C=C/c3ccccc3)n2)cc1
? | . | O=c1c2ccccc2nc2c3ccccc3c(NCc3ccccn3)nn12
? | . | O=C(NCCN1C(=O)S/C(=C\c2ccccc2Cl)C1=O)C1=COCCO1
? | . | COc1ccc(/C=C2/SC(=S)N(Cc3ccccc3)C2=O)cc1O
? | . | Cc1cc(C)c(S(=O)(=O)N2CCCCC2)c(C)c1N(C)S(=O)(=O)c1ccccc1
2% | -2 | C=CCOc1ccc(CNc2nccs2)cc1
1% | 7 | Cc1cc(Br)ccc1NC(=O)C(C)c1ccc([N+](=O)[O-])cc1 (stereo not given)
? | . | S=C(NCc1ccccc1)N1CCCCC1
i | 3 | O=C(Nc1ccc(NC(=O)C2CC2)nc1)c1ccccc1F
9% | -2 | CC(=O)OCCC(NS(=O)(=O)OCC(Cl)(Cl)Cl)c1ccccc1 (stereo not given)
? | . | COc1ccc(N2CCN(C(=O)c3ccc4c(c3)CCN4S(=O)(=O)c3ccccc3)CC2)cc1
? | . | COc1ccc(NC(=O)C2CC(=O)n3cnnc3S2)cc1 (stereo not given)
? | . | O=C(O)c1ccc2c(c1)N(Cc1cccc(F)c1)C(=O)CS2
-3% | -5 | Fc1ccc(NC(=S)NC2CCN(Cc3ccccc3)CC2)cc1
? | . | CCOc1cc(NS(=O)(=O)c2ccccc2)c(OCC)cc1NC(=O)c1ccco1
8% | 8 | COCCn1c(SCC(=O)N2CC(=O)Nc3ccccc32)nnc1-c1ccoc1C
-28% | 25 | COc1ccc(CNC(=O)C(C)n2ccc3cc(S(=O)(=O)N4CCCCCC4)ccc32)cc1 (stereo not given)
? | . | CCn1c(COc2ccc(=O)n(-c3ccccc3)n2)nnc1SCc1cccc(OC)c1
-10% | -15 | N/C(=N\OC(=O)COc1ccc2ccccc2c1)c1ccccn1

# Compound activity (PubChem)
